High-throughput results deposited in PubChem BioAssay by several laboratories.
Keap1-Nrf2 PPI: disrupts human Keap1 binding to Nrf2 peptide. Q14145. Keap1 Kelch-Nrf2 peptide fluorescence polarization, 1536-well. inhibition, % at 9.4 µM. 340,000 tested, 0.15% active. AID 504523; in the data active = inhibition above about 12%;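 also: human Keap1 Kelch domain with fluorescein labeled Nrf2 9mer peptide probe; 0% = neutral control wells and 100% = peptide positive control; higher means more block of Keap1 binding to Nrf2 peptide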
Pemphigus Ab inh: inhibitors of pemphigus antibody binding to human desmoglein-3 | P32926 | DSG3-coupled beads, scFv-anti-DSG3-GFP binding, flow cytometry; hits give low values | 310,000 tested, 0.48% active | binding (percent of control), % at 10 µM;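 active = binding more than 3 SD below its plate's average and above zero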;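 also: hits lower antibody fragment binding to DSG3; some compounds called inactive have numbers as strong as hits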
Target sequence (P32926 whole entry, looked up, the tested form may be a part): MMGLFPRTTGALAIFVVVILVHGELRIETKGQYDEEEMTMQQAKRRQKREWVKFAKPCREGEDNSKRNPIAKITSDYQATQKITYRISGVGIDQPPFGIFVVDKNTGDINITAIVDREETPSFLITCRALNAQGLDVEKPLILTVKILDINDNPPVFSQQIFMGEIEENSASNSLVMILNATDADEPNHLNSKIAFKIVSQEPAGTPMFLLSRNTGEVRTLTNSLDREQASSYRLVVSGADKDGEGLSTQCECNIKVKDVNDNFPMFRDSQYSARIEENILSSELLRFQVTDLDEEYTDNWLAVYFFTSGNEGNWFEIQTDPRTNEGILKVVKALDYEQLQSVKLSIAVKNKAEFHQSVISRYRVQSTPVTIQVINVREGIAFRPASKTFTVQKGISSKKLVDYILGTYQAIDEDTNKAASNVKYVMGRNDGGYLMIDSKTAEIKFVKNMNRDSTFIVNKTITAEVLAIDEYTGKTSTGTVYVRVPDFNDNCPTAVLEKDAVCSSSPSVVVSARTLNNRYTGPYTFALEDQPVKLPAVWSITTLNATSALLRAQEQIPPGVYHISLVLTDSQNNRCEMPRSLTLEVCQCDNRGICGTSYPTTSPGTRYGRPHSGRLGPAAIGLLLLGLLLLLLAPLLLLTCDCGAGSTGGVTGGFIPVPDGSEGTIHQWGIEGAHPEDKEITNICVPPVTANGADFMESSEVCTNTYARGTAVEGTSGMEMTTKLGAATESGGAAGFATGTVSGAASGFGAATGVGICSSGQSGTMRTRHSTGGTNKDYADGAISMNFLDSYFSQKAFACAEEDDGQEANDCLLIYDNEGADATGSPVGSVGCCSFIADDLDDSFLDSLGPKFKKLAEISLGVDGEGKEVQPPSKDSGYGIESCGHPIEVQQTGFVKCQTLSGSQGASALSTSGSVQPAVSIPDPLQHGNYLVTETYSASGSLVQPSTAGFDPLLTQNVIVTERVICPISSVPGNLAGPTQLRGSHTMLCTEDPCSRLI
CAL PDZ FP-1: inhibitors of human CAL PDZ peptide binding. Q9HD26. purified CAL PDZ, TMR-peptide fluorescence polarization, 1 h. inhibition, % at 20 µM. 330,000 tested, 0.02% active. AID 504414;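 active = highest replicate inhibition of at least 40%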;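 also: plate controls were DMSO neutral control wells for no effect and unlabeled competitor peptide control wells for full effect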
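Test system: tagged CAL PDZ domain / Buffer or medium: sodium phosphate/NaCl buffer pH 7.4 with TCEP, IgG, Thesit / Reagent: TMR-labelled reporter peptide T*-PRC34 bound in PDZ groove / Compound dosing: single point, 20 µM / Schedule: 1 h incubation at room temperature before polarization reading / Technique: fluorescence polarization (mP) / Benchmarks: unlabelled peptide, DMSO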
Arr AP2 block: human beta-arrestin and AP2 interaction inhibition. FITC-arrestin peptide / GST-AP2 beads, flow cytometry; AP2 beta2 appendage carries R879A mutation. inhibition, % at 10 µM. AID 504490. 340,000 tested, 0.31% active;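 active = inhibition above a set limit, near 3 SD of compounds lacking own fluorescence, cut at about 54% in these data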;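 also: plate controls were DMSO wells for no effect and 5 µM unlabelled arrestin peptide for full effect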
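Measured by: flow cytometry, FL1 (488/535 nm); Material: AP2 appendage R879A on GSH beads; Evaluation: percent response; Timing: pre-incubation 12 min, peptide binding 1 h, room temperature; Also added: 50 nM FITC-arrestin peptide; Medium: PBS with 0.05% Tween 20 and 0.1% BSA.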
DAGLB inh: diacylglycerol lipase beta (human) inhibition. inhibition, % at 5.17 µM. 340,000 tested, 0.059% active. AID 504411. HEK293T DAGLB membrane lysate, EnzChek fluorogenic substrate. Q8NCG7; in the data active = inhibition above about 34%;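 also: 0% = enzyme with vehicle and 100% = wells lacking enzyme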
NSD2 HMT inh: blocks human histone methyltransferase NSD2. O96028. NSD2 peptide methylation, AlphaScreen, 120 min. inhibition, % at 12.5 µM. 310,000 tested, 0.54% active. AID 743445; in the data active = inhibition above about 50%
V-ATPase pH: regulators of yeast V-ATPase proton transport; S. cerevisiae, pHLuorin cytosolic pH fluorescence; response, % at 10 µM; 350,000 tested, 0.37% active; in the data active = response mostly above about 7.3%, no sharp cut-off; inactive = mostly below about 5.4%; also: actives read high; inactives centre near 0; some compounds called inactive have numbers as strong as hits
CAL PDZ FP-2: blocks peptide binding to the human CAL PDZ domain; AID 602252; inhibition, % at 24.9 µM; purified CAL PDZ, TMR-peptide fluorescence polarization, 1 h; 300,000 tested, 0.92% active; Q9HD26;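 active = mean inhibition of at least 30% with at least half of replicates also reaching 30%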;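 also: 0% = DMSO neutral control and 100% = excess unlabeled competitor peptide PRC23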
RTF Ca sens inh: cardiac RTF calcium desensitization; P19429+P45379; IANBD-labeled cardiac RTF, Ca2+ fluorescence; inhibition, % at 7.15 µM; 340,000 tested, 0.12% active; AID 493244;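 active = inhibition above the mean inhibition of all tested compounds plus 3 SD, cut at about 17% in these data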;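 also: assay run at fixed EC70 calcium of 1.6 mM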
LANA DNA inh: KSHV C-LANA DNA binding inhibition; MBP-C-LANA/FAM-LBS DNA binding, fluorescence polarization; inhibition, % at 9 µM; 340,000 tested, 0.078% active;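 active = highest replicate inhibition at or above 60% at 9 µM, even if other replicates fall short; inactive = all replicates below 60% inhibition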;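 also: 0% = neutral control wells and 100% = 4 µM acridine orange control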
Starred values were filed as active, the others as inactive; nt = no result given; & = joins results of further samples. The list is partial (hit frequency here may not be typical).

SMILES	Keap1-Nrf2 PPI	Pemphigus Ab inh	CAL PDZ FP-1	Arr AP2 block	DAGLB inh	NSD2 HMT inh	V-ATPase pH	CAL PDZ FP-2	RTF Ca sens inh	LANA DNA inh
CCOc1ccc(Cn2c(O)cc(=O)[nH]c2=O)cc1	-8	99	-0.1	0	3	1	2	3	-12	-0.3
Cc1ccc(CN2CC(C(=O)N3CCN(S(=O)(=O)c4cccc(F)c4)CC3)CC2=O)cc1 (stereo not given)	-1	103	-1.5	7	-4	nt	-4	1	-4	-1.9
Cc1ccc(C(=O)COC(=O)[C@@H](NC(=O)c2ccco2)C(C)C)s1	-5	134	-0.5	8	0	-3	0	1	1	8.1
COCCCNC(=O)COc1cc(C)c(Cl)c(C)c1	0	96	-1.7	-1	-5	-6	-2	2	-12	0.5
O=C1CCCS(=O)(=O)c2ccccc21	-6	105	-1.5	20	1	-3	5	-1	4	-1.1
O=C(Nc1ccc(N2CCN(C(=O)c3ccc(Cl)cc3)CC2)cc1)c1cc2ccccc2o1	-3	103	-2.2	-5	1	-3	-2	nt	10	-1.0
COc1ccc(C(=O)Nc2nnc(Cc3ccccc3)s2)c(OC)c1	1	105	-1.1	6	-6	1	0	-4	-2	3.2
Cc1ccc(C)c(S(=O)(=O)C(C#N)c2nc3ccccc3nc2N2CC(C)OC(C)C2)c1 (stereo not given)	-1	nt	0.0	-3	3	11	7	0	-3	22
CCNC(=S)Nc1ccc(S(=O)(=O)Nc2cc(C)nc(C)n2)cc1	-1	106	0.5	-9	3	-4	4	nt	-3	0.2
CCOc1ccc(C/C(O)=C2\C(=O)CC(C)(C)CC2=NCC(=O)O)cc1OCC	-1	101	-0.5	2	nt	-2	-3	2	nt	0.5
CCCc1nc2ccccc2c(C(=O)OCC(=O)Nc2cccc(S(=O)(=O)N3CCOCC3)c2)c1CC	-7	101	-2.5	6	-4	-3	4	-4	8	0.3
CC(=O)N[C@@H](Cc1c[nH]c2ccccc12)C(=O)OCC(=O)Nc1ccc(S(=O)(=O)N(C)C)cc1	-1	105	-0.5	17	0	4	0	-1	-5	0.1
CN(Cc1ccon1)C(=O)C1CCC(=O)N(Cc2ccc(Cl)cc2)C1 (stereo not given)	-2	107	0.4	-6	-1	-2	0	nt	-1	-0.1
CCOc1ccc(/C=N/OCC(=O)NCc2ccco2)cc1	-9	110	-1.0	-14	0	1	-3	2	-15	-0.1
O=C(NCC1CCCO1)C(c1cccnc1)N(C(=O)Cc1cccs1)c1ccccc1 (stereo not given)	4	100	-0.6	-8	4	2	-3	-4	-7	1.7
Fc1c(F)c(F)c(N=Cc2ccc3ncccc3c2)c(F)c1F	-7	111	-0.6	0	-2	-2	1	1	-6	-0.5
O=C1c2cccc3cccc(c23)N1CN1CCN(c2ccccn2)CC1	-1	105	nt	-7	0	-3	1	-1	1	-2.8
COc1cc(/C=C/C(=O)NC2CCCCC2)cc(OC)c1OC	-9	114	-4.8	8	0	2	8.8*	2	-6	1.2
COCCCNC(=S)N(CCN(C)C)Cc1cc2cc3c(cc2[nH]c1=O)OCCO3	-4	101	nt	-17	-2	7	1	-4	-4	3.1
O=C(CCCN1C(=O)c2cccnc2C1=O)Nc1ccc(F)cc1Cl	0	103	0.6	-18	-2	-4	1	4	-4	0.4
CN(C1CCCCC1)S(=O)(=O)c1ccc(NC(=O)CCC(=O)O)cc1	-3	nt	-0.5	-4	-3	3	0	-3	-7	-0.6
O=C(Nc1ccc(C(=O)NCc2ccccc2Cl)cc1)C1=CSCCO1	-3	100	-3.1	12	1	1	2	4	-4	1.3
CC(C)N(Cc1nc(-c2ccc(Cl)cc2)no1)C(=O)CCCN1C(=O)c2ccccc2C1=O	-4	105	-0.1	25	-2	nt	-11	nt	-2	-0.2
Cc1c(CN2CCN(CC(C)C)C(CCO)C2)[nH]c2ccc(Cl)cc12 (stereo not given)	-4	99	0.9	1	-1	2	3	-2	4	0.3
COc1ccccc1-c1nnc(-c2ccc(N3CCOCC3)cc2)o1	-6	nt	-0.2	4	-2	1	-1	-1	-12	0.1

Compounds listed so far that have a thiophene ring, fused or not, in the order listed:
SMILES	Keap1-Nrf2 PPI	Pemphigus Ab inh	CAL PDZ FP-1	Arr AP2 block	DAGLB inh	NSD2 HMT inh	V-ATPase pH	CAL PDZ FP-2	RTF Ca sens inh	LANA DNA inh
Cc1ccc(C(=O)COC(=O)[C@@H](NC(=O)c2ccco2)C(C)C)s1	-5	134	-0.5	8	0	-3	0	1	1	8.1
O=C(NCC1CCCO1)C(c1cccnc1)N(C(=O)Cc1cccs1)c1ccccc1 (stereo not given)	4	100	-0.6	-8	4	2	-3	-4	-7	1.7

Reprinted from above (twelve entries):
SMILES	Keap1-Nrf2 PPI	Pemphigus Ab inh	CAL PDZ FP-1	Arr AP2 block	DAGLB inh	NSD2 HMT inh	V-ATPase pH	CAL PDZ FP-2	RTF Ca sens inh	LANA DNA inh
CN(Cc1ccon1)C(=O)C1CCC(=O)N(Cc2ccc(Cl)cc2)C1 (stereo not given)	-2	107	0.4	-6	-1	-2	0	nt	-1	-0.1
CCOc1ccc(/C=N/OCC(=O)NCc2ccco2)cc1	-9	110	-1.0	-14	0	1	-3	2	-15	-0.1
O=C(NCC1CCCO1)C(c1cccnc1)N(C(=O)Cc1cccs1)c1ccccc1 (stereo not given)	4	100	-0.6	-8	4	2	-3	-4	-7	1.7
Fc1c(F)c(F)c(N=Cc2ccc3ncccc3c2)c(F)c1F	-7	111	-0.6	0	-2	-2	1	1	-6	-0.5
O=C1c2cccc3cccc(c23)N1CN1CCN(c2ccccn2)CC1	-1	105	nt	-7	0	-3	1	-1	1	-2.8
COc1cc(/C=C/C(=O)NC2CCCCC2)cc(OC)c1OC	-9	114	-4.8	8	0	2	8.8*	2	-6	1.2
COCCCNC(=S)N(CCN(C)C)Cc1cc2cc3c(cc2[nH]c1=O)OCCO3	-4	101	nt	-17	-2	7	1	-4	-4	3.1
O=C(CCCN1C(=O)c2cccnc2C1=O)Nc1ccc(F)cc1Cl	0	103	0.6	-18	-2	-4	1	4	-4	0.4
CN(C1CCCCC1)S(=O)(=O)c1ccc(NC(=O)CCC(=O)O)cc1	-3	nt	-0.5	-4	-3	3	0	-3	-7	-0.6
O=C(Nc1ccc(C(=O)NCc2ccccc2Cl)cc1)C1=CSCCO1	-3	100	-3.1	12	1	1	2	4	-4	1.3
CC(C)N(Cc1nc(-c2ccc(Cl)cc2)no1)C(=O)CCCN1C(=O)c2ccccc2C1=O	-4	105	-0.1	25	-2	nt	-11	nt	-2	-0.2
Cc1c(CN2CCN(CC(C)C)C(CCO)C2)[nH]c2ccc(Cl)cc12 (stereo not given)	-4	99	0.9	1	-1	2	3	-2	4	0.3

Remaining list, next part
SMILES	Keap1-Nrf2 PPI	Pemphigus Ab inh	CAL PDZ FP-1	Arr AP2 block	DAGLB inh	NSD2 HMT inh	V-ATPase pH	CAL PDZ FP-2	RTF Ca sens inh	LANA DNA inh
Cc1cc(NC(=O)CSc2nnc(-c3cccnc3)n2C2CCCCC2C)no1 (stereo not given)	-7	125	-1.5	3	1	-4	-1	-2	5	-0.1
CN(C(=O)c1cccc(NC(=O)Cc2cccc([N+](=O)[O-])c2)c1)C1CCCCC1	-1	102	-0.4	-8	0	nt	-3	-1	-3	-2.0
CCOC(=O)N1CC=C2C(C#N)=C(N)C(C#N)(C#N)[C@H](c3ccccc3OCC)[C@H]2C1	-12	103	nt	9	0	0	1	-1	-16	2.2
N#CC1(NC(=O)CSc2nnc(Nc3ccccc3F)s2)CCCC1	0	99	-1.1	9	-4	-3	-2	-3	-9	-2.2
CCOc1ccc(S(=O)(=O)N2CCN(C(=O)c3oc4ccc(OC)cc4c3C)CC2)cc1	2	100	-2.6	4	-2	-1	0	-1	1	-0.7
CN(C(=O)CSc1nc2ccccc2n1C)C1CCS(=O)(=O)C1 (stereo not given)	-5	94	-0.3	2	0	-2	-2	-1	-2	-2.5
CCCCc1ccccc1NC(=S)NC1CCCC1	3	98	-0.2	5	-1	-1	-1	-3	1	0.2
COc1ccc(C)cc1S(=O)(=O)N(C)CC(=O)Nc1ccccc1	-3	nt	-4.0	-1	-1	0	2	10	-8	2.2
O=C1c2ccccc2NC2(CCCCC2)N1c1ccc(O)cc1	-1	113	0.5	-51	0	-2	-24	-3	-7	-1.1
COc1ccc(/C=C/C(=O)N(C)C2CCS(=O)(=O)C2)cc1OC (stereo not given)	1	94	-2.0	2	0	0	0	-5	-4	1.1
Cc1cc(C)n(-c2cc(C(C)(C)C)nc3c(-c4ccccc4)cnn23)n1	-2	103	-0.4	-8	-9	-7	-2	1	3	-0.7
COc1cccc(CC(=O)Nc2ccc3c(c2)CCC3)c1	0	122	-1.2	8	-3	-8	0	nt	-17	1.0
CC1(C)Cc2ccccc2/C(=C/C(=O)N2CCCCCC2)N1	-1	nt	0.9	7	1	nt	1	-1	-6	3.3
COc1ccccc1OC(C)C(=O)N(Cc1ccco1)C1CCS(=O)(=O)C1 (stereo not given)	-1	104	0.9	6	-1	nt	0	nt	-1	-0.4
COc1ccccc1CCC(=O)OCC(=O)Nc1ccc2[nH]c(=O)[nH]c2c1	-1	111	0.1	-3	-1	3	-4	-2	-21	-0.4
COc1ccc(/C=C2\N=C(SC)NC2=O)cc1	-4	97	0.2	13	1	-2	4	0	1	-0.3
O=C(NCc1ccc2c(c1)OCO2)c1ccc(COc2cc(Cl)ccc2Cl)o1	6	103	-1.2	-13	-2	-1	3	nt	-6	0.4
Cc1c(O)cccc1C(=O)N[C@@H](CSc1ccccc1)[C@H](O)CN1C[C@H]2CCCC[C@H]2C[C@H]1C(=O)NC(C)(C)C	-5&2	100&111	-0.2&-0.6	3&-1	0&3	nt	2&1	1&-8	-3&-7	1.3&1.6
CCC1COC(c2cccn2Cc2ccccc2Cl)=N1 (stereo not given)	-2	101	-2.2	-4	-6	1	0	-2	7	0.5
CC(C)Oc1ccc(C(CC(=O)O)Cc2ccccc2)cc1 (stereo not given)	-7	117	1.3	2	0	-2	-2	-1	-2	1.0
CCOC(=O)C1=C(CCc2ccccc2)NC(=O)NC1c1ccc2ccccc2c1 (stereo not given)	2	107	-0.9	2	5	nt	-1	1	9	-1.0
N#CC(C#N)=C1CCc2ccccc2N1	1	102	-2.2	6	1	-11	-4	3	2	2.8
